PAX8 inh HTS: inhibitors of PAX8-driven TPO luciferase reporter, primary screen, RMG-I cells, single concentration; SteadyGlo, 24 h; inhibition, % at 12.6 µM; actives 1.2% (n = 360,000);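 active means mean replicate inhibition at least 60% with every replicate also reaching 60%; inconclusive means only one of the two criteria is met; inactive means mean below 60% and not all replicates reaching 60%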;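 further: luciferase light reporting Pax8 driven TPO promoter activity; plate controls were median of neutral control wells for no effect and mitoxantrone controls for full effect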
PGC1a acetyl inh: inhibitors of PGC1a acetylation signal, primary screen, cell-based, U2OS, AlphaScreen, inhibitor mode; AlphaScreen anti-acetyl-lysine; with virally co-expressed GCN5 acetyltransferase; inhibition, % at 15.6 µM; actives 0.17% (n = 350,000);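 active means every replicate shows inhibition of at least 40%; inconclusive means mean inhibition at least 40% but some replicate below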;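 further: 0% = neutral control wells and 100% = positive control wells; some results beyond the cut were filed as inactive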
CASP6 VEID inh: human caspase-6 inhibitors, primary screen, biochemical, VEID-R110 fluorescence, single point, set 2; purified caspase-6, Z-VEID-R110 cleavage fluorescence; actives 0.53% (n = 350,000); P55212; inhibition, % at 12.5 µM;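 active means mean inhibition across replicates at least about 35%, with every replicate also reaching that limit, limit read from the data; inconclusive means only one of the two criteria met; inactive means neither criterion met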;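 further: 0% = median of neutral control wells and 100% = no fluorescence left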
Target sequence (P55212 24-179 limits assumed): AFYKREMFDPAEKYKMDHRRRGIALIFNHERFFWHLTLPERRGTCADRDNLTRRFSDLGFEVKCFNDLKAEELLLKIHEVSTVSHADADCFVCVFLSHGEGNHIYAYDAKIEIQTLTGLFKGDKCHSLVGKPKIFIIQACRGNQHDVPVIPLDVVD
Target sequence (P55212 194-293 limits assumed): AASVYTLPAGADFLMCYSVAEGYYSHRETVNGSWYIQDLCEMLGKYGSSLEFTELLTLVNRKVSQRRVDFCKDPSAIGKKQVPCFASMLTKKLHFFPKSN
miR-122 sensor: miR-122 Renilla sensor signal increase in Huh7, primary screen, miR-122 inhibitor project, cell-based, single point, plate reader. Huh7 miR-122 Renilla luciferase sensor, 48 h; neutral wells = 0, positive control = 100. activation (reporter increase), % at 12.5 µM. actives 0.3% (n = 340,000);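 active means mean replicate activation score at least 90 and every replicate individually at or above 90; inconclusive means only one of the two criteria met; inactive means neither criterion met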;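 further: higher luciferase means less miR-122 activity so hits act as miR-122 inhibitors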
FN deposition inh: inhibitors of fibronectin matrix deposition, primary screen, AH1F cells, Alexa488-fibronectin fluorescence, plate reader; AH1F fibroblasts, overnight; inhibition, % at 12.6 µM; actives 0.086% (n = 350,000); AID 743247, 2014;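 active means mean inhibition across replicates of 30% or more, regardless of how many single replicates reach that level; inconclusive means mean under 30% yet at least half of replicates reach 30%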;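 further: positive control wells lacked labelled fibronectin entirely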
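Schedule: 1 h cell adhesion before compound, then overnight fibronectin incubation; test system: AH1F fibroblast monolayer depositing Alexa488-labelled fibronectin into matrix; quantity: 10000 AH1F cells per well; probe or stimulus: fluorescent fibronectin at 24 nM final; signal: fluorescence, ex 485 nm, em 525 nm; evaluation: percent inhibition as loss of matrix-bound fibronectin fluorescence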
EWS-Fli inh: EWS/Fli-driven NR0B1 reporter inhibitors, primary screen, A673 cells, NR0B1 luciferase, luminescence, MLPCN library; viability-normalised; inhibition, % at 12.6 µM; actives 0.67% (n = 350,000); AID 651661, 2012;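 active means mean inhibition of at least 50% after viability correction, with every replicate also passing that limit; inconclusive means mean reaches 50% but only one of two replicates passes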;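 further: firefly luciferase signal divided by Alamar Blue viability fluorescence both relative to DMSO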
Cneo AK release: Cryptococcus neoformans cell lysis inducers, primary screen, AK release luminescence, single concentration; C. neoformans lysis, adenylate kinase release luminescence, 4 h; normalised: neutral wells 0, clomiphene wells 100; lysis activity, % at 15 µM; actives 0.2% (n = 360,000); AID 651654, 2012;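 active means mean lysis activity across replicates of at least 80%, whatever share of replicates individually reach that level; inactive means mean lysis activity below 80%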
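Signal: Adenylate kinase release luminescence | Assay system: Log-phase Cryptococcus neoformans yeast cells | Input: Cells at 5 × 10^6 per mL | Buffer or medium: Fresh YPD growth medium | Compound: Single dose | Schedule: Static 4 h at 37 °C with compound, 1 h detection | Controls: Clomiphene | Read-out: Luminescence rise reflecting yeast cell lysis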
LGR2 inh: inhibitors of bursicon-induced LGR2 CRE-luciferase signal, primary screen, cell-based, HEK293, CRE-luciferase reporter, bursicon stimulation | actives 0.35% (n = 380,000) | inhibition, % at 9.99 µM | Drosophila bursicon receptor LGR2 (rickets) | bursicon-stimulated, 4 h;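 active means drop in luminescence signal, shown as inhibition above about 50% in the replicate tests, limit read from the data, passing the limit was not always enough; inconclusive means probably only some replicates passing the limit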;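 further: agonist challenge used bursicon conditioned medium at about half maximal strength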
Numbers without * were called inactive; ? = inconclusive; . = no result given; [ ] = dose if it differs, or a comment. Compounds as they come (roughly 2.5% active in at least one column).

The first 14 entries, ahead of the listing:
SMILES	PAX8 inh HTS	PGC1a acetyl inh	CASP6 VEID inh	miR-122 sensor	FN deposition inh	EWS-Fli inh	Cneo AK release	LGR2 inh
Cc1ccc(CCNC(=O)C2CCN(S(=O)(=O)c3ccc4c(c3)CCC(=O)N4)CC2)cc1	-3	-11	-1	1	-3	8	-1	-4
CC(C)N(CCNCc1nnc(-c2ccccc2)o1)C(C)C	18	.	-22	.	-4	-3	.	2
CC(C)(C)NCCCCOc1ccccc1F	.	.	-2	2	.	4	8	-16
COc1cccc(-c2ccc3n(c2=O)C[C@H]2[C@H](CO)[C@@H](C(=O)N(C)C)[C@@H]3N2Cc2cncnc2)c1	2	.	-1	-5[16.7 µM]	.	3	-1	2
COC(=O)c1ccc(C(=O)OC)c(-n2c(=O)c3ccccc3c3ccccc3c2=O)c1	-10	12	4	-2	-4	31	-2	-5
Cc1ccc(C(C)NC(=S)NCc2ccc(F)cc2)c(C)c1 (stereo unspecified)	14	.	0	.	8	-1	36	-6
COc1cccc(N2CCN(S(=O)(=O)c3cccc4nsnc34)CC2)c1	4	.	-8	.	-7	-1	.	-31
Cc1c(C=O)c2ccccn2c1C(=O)c1ccncc1	.	-8	.	-2	-9	.	-1	3
C#CCCOC(=O)Nc1ccccc1	-19	.	1	.	9	3	1	7
CCN(CC)S(=O)(=O)c1ccc(N2CC(C(=O)Nc3cccc(C(=O)NC4CC4)c3)CC2=O)cc1 (stereo unspecified)	14	.	-3	.	-15	4	-1	5
COc1cc2cc(C(=O)N(C)C3CCS(=O)(=O)C3)[nH]c2cc1OC (stereo unspecified)	-4	-14	-2	3	5	0	2	8
COc1ccccc1CNC(=O)COC(=O)c1ccc(C(=O)c2ccccc2)cc1	-19	-3	1	-8	.	7	0	-11
Cc1ccc(NC(=O)CCN2C(=O)c3cccc([N+](=O)[O-])c3C2=O)c(Br)c1	11	.	5	.	0	-10	-1	3
COc1cccc(-c2ccc3nnc(SCC(=O)N4CCOCC4)n3n2)c1	-6	.	3	-1	5	-13	0	1

The list itself, previewed entries included:
SMILES	PAX8 inh HTS	PGC1a acetyl inh	CASP6 VEID inh	miR-122 sensor	FN deposition inh	EWS-Fli inh	Cneo AK release	LGR2 inh
Cc1ccc(CCNC(=O)C2CCN(S(=O)(=O)c3ccc4c(c3)CCC(=O)N4)CC2)cc1	-3	-11	-1	1	-3	8	-1	-4
CC(C)N(CCNCc1nnc(-c2ccccc2)o1)C(C)C	18	.	-22	.	-4	-3	.	2
CC(C)(C)NCCCCOc1ccccc1F	.	.	-2	2	.	4	8	-16
COc1cccc(-c2ccc3n(c2=O)C[C@H]2[C@H](CO)[C@@H](C(=O)N(C)C)[C@@H]3N2Cc2cncnc2)c1	2	.	-1	-5[16.7 µM]	.	3	-1	2
COC(=O)c1ccc(C(=O)OC)c(-n2c(=O)c3ccccc3c3ccccc3c2=O)c1	-10	12	4	-2	-4	31	-2	-5
Cc1ccc(C(C)NC(=S)NCc2ccc(F)cc2)c(C)c1 (stereo unspecified)	14	.	0	.	8	-1	36	-6
COc1cccc(N2CCN(S(=O)(=O)c3cccc4nsnc34)CC2)c1	4	.	-8	.	-7	-1	.	-31
Cc1c(C=O)c2ccccn2c1C(=O)c1ccncc1	.	-8	.	-2	-9	.	-1	3
C#CCCOC(=O)Nc1ccccc1	-19	.	1	.	9	3	1	7
CCN(CC)S(=O)(=O)c1ccc(N2CC(C(=O)Nc3cccc(C(=O)NC4CC4)c3)CC2=O)cc1 (stereo unspecified)	14	.	-3	.	-15	4	-1	5
COc1cc2cc(C(=O)N(C)C3CCS(=O)(=O)C3)[nH]c2cc1OC (stereo unspecified)	-4	-14	-2	3	5	0	2	8
COc1ccccc1CNC(=O)COC(=O)c1ccc(C(=O)c2ccccc2)cc1	-19	-3	1	-8	.	7	0	-11
Cc1ccc(NC(=O)CCN2C(=O)c3cccc([N+](=O)[O-])c3C2=O)c(Br)c1	11	.	5	.	0	-10	-1	3
COc1cccc(-c2ccc3nnc(SCC(=O)N4CCOCC4)n3n2)c1	-6	.	3	-1	5	-13	0	1
CCC(C)N(C(=O)COC(=O)c1ccc(=O)n(Cc2ccccc2)n1)C1CCS(=O)(=O)C1 (stereo unspecified)	1	1	0	-1	.	-1	-2	2
O=C(CC1SC(=O)N(Cc2cccc3ccccc23)C1=O)Nc1nccs1 (stereo unspecified)	14	-5	.	11	-5	.	9	.
Cc1nn(Cc2ccc(F)cc2)c(C)c1NC(=O)c1cc2ncc(Br)cn2n1	-2	4	4	-2	-2	-2	.	7
CN(C)S(=O)(=O)c1ccc(N2CCCC2)c(C(=O)NCC2CCCCC2)c1	-3	.	0	.	.	18	.	3
CN1CCN(CCCNCc2cn(CCC#N)c3ccccc23)CC1	9	-1	-205	-1	-10	8	2	18
CC(=O)Nc1ccc(NC(=O)c2ccc(-c3ccccc3Cl)o2)cc1	-28	.	0	4	2	-54	.	15
O=C1CCSc2ccc(Cl)cc2N1Cc1cccc(Cl)c1	.	-6	.	7	.	.	-3	9
C[C@@H]1CN([C@@H](C)CO)S(=O)(=O)c2ccc(/C=C/c3ccccc3)cc2O[C@H]1CN(C)C(=O)NC1CCCC1	32	-2	-1	12[16.7 µM]	7	6	9	20
COc1ccc(NC(=O)N[C@@H]2CC[C@H](CCNS(=O)(=O)c3ccccc3F)O[C@@H]2CO)cc1	1	-3	1	.	4	-11	7	2
CCOC(=O)C1Oc2ccccc2C(c2ccc(OC)cc2)=C1C(=O)OC (stereo unspecified)	-6	0	2	0	-9	1	0	3
Cc1ccc(NC(=O)c2ncn(CCCN[C@H](C)c3cccc4ccccc34)n2)cc1C	2	9	-1	-5	6	3	-2	12
O=C(CSc1nnc(-c2ccccc2Cl)o1)Nc1ccccn1	8	.	2	-5	-1	?	2	22
O=C(COC(=O)c1ccc([N+](=O)[O-])cc1Cl)NC(=O)c1ccccc1	-10	.	4	-13	0	-6	1	-8
CO[C@@H]1CN(C)C(=O)c2cc(NS(=O)(=O)Cc3ccccc3)ccc2OC[C@H](C)NC[C@@H]1C	-14	13	0	.	2	0	-1	1
C[C@H](CO)N1C[C@H](C)[C@H](CN(C)C(=O)NC2CCCCC2)Oc2ncc(C#CC(C)(C)O)cc2C1=O	.	-1	3	-8[16.7 µM]	-5	-10	0	11
CCOC(CNC(=O)c1cc2c(=O)n(CC)c3ccccc3c2s1)OCC	-17	5	0	-3	0	-9	1	-1
COC(=O)Cn1c(=NC(=O)c2cc(OC)c(OC)c(OC)c2)sc2cc(OC)ccc21	18	15	-4	-1	-6	5	3	2
COc1cccc(C#Cc2ccc([C@H]3[C@H]4CN(C(=O)Cc5cccnc5)CC(=O)N4[C@H]3CO)cc2)c1	.	3	5	.	-7	5	.	-3
O=C(COC(=O)CN1C(=O)COc2ccccc21)NCc1ccc(F)cc1	-3	.	1	.	7	6	.	3
Cc1nnc(SCC(=O)NCCc2ccccc2)s1	-11	7	2	-1	-7	6	0	-5
CN(C)C(=O)[C@@H]1[C@@H](CO)[C@@H]2Cn3c(ccc(C4=CCCC4)c3=O)[C@H]1N2CC1CC1	.	.	0	1[16.7 µM]	0	1	-5	-10
COc1cc(NC(=O)COc2ccccc2[N+](=O)[O-])ccc1NC(=O)c1cccs1	-5	-1	-4	-18	19	15	20	0
CCC1CN(S(=O)(=O)c2cc(-c3cc(C)no3)ccc2OC)c2cc(C)ccc2O1 (stereo unspecified)	-1	.	4	.	22	-4	.	-11
O=C(/C=C/c1ccc(Cl)cc1Cl)Nc1ccc(CN2CCOCC2)cc1	2	.	-7	.	4	-28	1	-14
CC(C)[C@H](NC(=O)c1ccccc1)C(=O)OCC(=O)N1CCCCCC1	15	-2	.	0	-2	.	-1	16
COc1ccc(OC)c(C2=Nn3c(nnc3-c3cc(C)[nH]n3)SC2)c1	30	.	1	.	0	12	.	-4
CSCCC(NC(=O)c1ccco1)C(=O)Nc1ccncc1 (stereo unspecified)	17	-16	0	-5	.	-1	-1	-7
C[C@H]1CN([C@@H](C)CO)C(=O)Cc2cc(NC(=O)C3CC3)ccc2O[C@H]1CN(C)Cc1ccc(C(F)(F)F)cc1	7	-5	6	-6[16.7 µM]	.	-7	49	-18
CCCC1=NN2C(=N)/C(=C\c3cc(C)n(-c4cccc(C)c4)c3C)C(=O)N=C2S1	6	.	-3	.	-4	-3	.	-8
O=c1cc(-c2ccccc2F)nc(-c2ccccc2F)o1	8	.	-3	.	-6	7	.	-7
Oc1ccc(C=NCCc2ccccc2)cc1	-8	-11	-2	-2	-4	-10	-6	26
CC1CCN(C(=O)CCC(=O)Nc2nnc(C3CCCCC3)s2)CC1	0	2	-3	-5	6	.	-1	-4
O=C(C[C@@H]1CC[C@@H]2[C@H](COC[C@H](O)CN2Cc2cc(F)ccc2F)O1)N1CCc2ccccc2C1	-159	0	-1	0[16.7 µM]	6	-70	-1	7
CCN1[C@H](C(=O)Nc2nccs2)[C@@H](CO)[C@@H]2Cn3c(ccc(/C=C/c4ccccc4)c3=O)[C@@H]21	1	-5	-7	.	.	7	.	14

Arranged by count of non-hydrogen atoms (ascending): part of the list above
SMILES	PAX8 inh HTS	PGC1a acetyl inh	CASP6 VEID inh	miR-122 sensor	FN deposition inh	EWS-Fli inh	Cneo AK release	LGR2 inh
CSCCC(NC(=O)c1ccco1)C(=O)Nc1ccncc1 (stereo unspecified)	17	-16	0	-5	.	-1	-1	-7
COc1ccc(OC)c(C2=Nn3c(nnc3-c3cc(C)[nH]n3)SC2)c1	30	.	1	.	0	12	.	-4
CCCC1=NN2C(=N)/C(=C\c3cc(C)n(-c4cccc(C)c4)c3C)C(=O)N=C2S1	6	.	-3	.	-4	-3	.	-8

The results go on:
SMILES	PAX8 inh HTS	PGC1a acetyl inh	CASP6 VEID inh	miR-122 sensor	FN deposition inh	EWS-Fli inh	Cneo AK release	LGR2 inh
CCOC(=O)C1CCN(C(=S)Nc2cccc(C)c2)CC1	.	-1	1	-4	.	-2	2	-1
NC(=O)SCC(=O)Nc1ccc(Cl)cc1	.	-7	.	3	.	.	7	-2
CCOc1ccc(-c2nnc(SCC(=O)Nc3cc(C)on3)o2)cc1	-62	2	-1	.	6	65*	.	-27
O=C(COC(=O)CN1C(=O)NC2(CCCC2)C1=O)Nc1c(Cl)cccc1C(F)(F)F	0	.	4	.	-1	-7	1	7
O=C(NCCc1ccccc1)c1cccc(N2C(=O)C3CC=CCC3C2=O)c1 (stereo unspecified)	-2	.	4	.	.	1	.	4
COCC(=O)N1CC2(CCN(Cc3cccnc3)CC2)c2c(n(C)c3cc(OC)ccc23)[C@H]1CO	1	-3	-3	.	3	0	.	-15
CC(C(=O)NCc1ccccc1)n1c(-c2ccc3c(c2)CCO3)nc2ccccc21 (stereo unspecified)	10	.	1	.	5	-10	.	-10
CC(=O)NCCNc1nc2cc(-c3cccc(C(F)(F)F)c3)sc2c(=O)n1C	11	-3	2	-5	1	-5	-2	-10
